Apoferritin bind: binds horse apoferritin like a general anesthetic; P02791; apoferritin/1-aminoanthracene competitive binding, fluorescence; Potency, µM (highest dose often 77.5 µM), inactives show top-dose activity change, negative = displacement, hits mostly inhibitors; 350,000 tested, 0.074% active; AID 485281; note: potency is the fitted concentration of half-maximal effect; % is set by controls: 0 for no effect and ±100 for the full control effect; nearly all actives have a fitted effect of over 20% in size
Target sequence (P02791 2-175 limits assumed): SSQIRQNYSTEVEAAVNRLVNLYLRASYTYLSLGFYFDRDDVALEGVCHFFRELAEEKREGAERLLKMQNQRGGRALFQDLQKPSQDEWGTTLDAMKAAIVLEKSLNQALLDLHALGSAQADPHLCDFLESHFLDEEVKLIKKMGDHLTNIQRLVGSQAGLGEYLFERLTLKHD
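Probe: 1-aminoanthracene (50% saturated, PBS). Protein: horse-spleen apoferritin, 10 uM. Incubation: 10 min, room temperature. Detection: 380 nm excitation, 535 nm emission. Analysis: normalized response, four-parameter Hill.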
POLK inh: blocks human DNA polymerase kappa activity | Q9UBT6 | purified Pol kappa, fluorescent DNA synthesis assay, 10 min | Potency, µM (titrated, usually from 107 µM), for the others: at the top dose activity, negative = inhibition, usual class: inhibitors | 400,000 tested, 0.53% active | AID 588579; note: potency is the fitted concentration of half-maximal effect; % is set by controls: 0 for no effect and ±100 for the full control effect
Target sequence (Q9UBT6 whole entry, looked up): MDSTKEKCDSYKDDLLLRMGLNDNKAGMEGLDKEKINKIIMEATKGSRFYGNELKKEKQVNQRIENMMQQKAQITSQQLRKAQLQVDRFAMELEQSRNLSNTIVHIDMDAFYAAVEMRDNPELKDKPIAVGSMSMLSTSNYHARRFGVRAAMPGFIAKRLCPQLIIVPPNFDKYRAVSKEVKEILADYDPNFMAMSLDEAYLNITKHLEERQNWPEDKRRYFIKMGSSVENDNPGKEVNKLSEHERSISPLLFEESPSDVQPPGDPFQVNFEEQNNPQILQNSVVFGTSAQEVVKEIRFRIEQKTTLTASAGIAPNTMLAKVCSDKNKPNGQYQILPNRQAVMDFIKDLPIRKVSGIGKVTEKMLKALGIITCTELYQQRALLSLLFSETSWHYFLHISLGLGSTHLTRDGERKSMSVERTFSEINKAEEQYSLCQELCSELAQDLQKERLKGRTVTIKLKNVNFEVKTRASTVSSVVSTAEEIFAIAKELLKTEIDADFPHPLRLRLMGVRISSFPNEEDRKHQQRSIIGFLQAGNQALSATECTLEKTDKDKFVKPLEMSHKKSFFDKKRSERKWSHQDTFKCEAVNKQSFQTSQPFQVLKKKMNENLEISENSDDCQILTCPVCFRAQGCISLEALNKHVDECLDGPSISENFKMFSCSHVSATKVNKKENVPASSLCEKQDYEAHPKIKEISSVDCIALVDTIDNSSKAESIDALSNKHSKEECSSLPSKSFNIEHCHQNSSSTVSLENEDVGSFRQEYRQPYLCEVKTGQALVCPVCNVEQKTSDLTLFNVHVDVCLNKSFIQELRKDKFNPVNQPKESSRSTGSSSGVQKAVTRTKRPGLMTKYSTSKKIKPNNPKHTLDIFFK
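Inhibition of 10 nM Pol kappa is measured by a fluorescent read-out at 0 and 10 min following addition of 50 nM substrate (final), with a 15-min room-temperature compound preincubation.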
Pol beta inh: DNA polymerase beta (human) inhibition | P06746 | 340,000 tested, 1.3% active | Potency, µM (highest dose often 114 µM), for the others: at the top dose activity change, negative = inhibition, hits mostly inhibitors | Pol beta primer extension/strand displacement, fluorescence kinetic; note: potency is the fitted concentration of half-maximal effect; % is set by controls: 0 for no effect and ±100 for the full control effect
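Kinetic readout of DNA synthesis with strand displacement by Pol beta. Compound and 10 nM enzyme sit 15 min at room temperature; 50 nM substrate starts the reaction, read immediately and at 10 min.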
12-LOX inh: blocks human arachidonate 12S-lipoxygenase; P18054; purified 12hLO, xylenol orange hydroperoxide absorbance; Potency, µM (highest dose often 108 µM), inactives show at the highest dose activity change, negative = inhibition, most hits filed as inhibitors; 580,000 tested, 1.1% active; AID 1671190; note: potency is the fitted concentration of half-maximal effect; % is set by controls: 0 for no effect and ±100 for the full control effect
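Purified human 12hLO at 150 nM in 25 mM Hepes, 0.01% Triton X-100, pH 7.0, preincubated 15 min at room temperature with compound. Reaction started with 40 uM arachidonic acid, 30 min at room temperature. Hydroperoxide measured by Fe-xylenol orange, 573/405 nm absorbance ratio.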
RGS4 inh: blocks human RGS4-accelerated GTP hydrolysis. Potency, µM (highest dose often 114 µM), for the others: at the highest dose activity change, negative = inhibition, hits mostly inhibitors. Transcreener GDP fluorescence polarization, RGS4-accelerated GTP hydrolysis. 390,000 tested, 0.039% active. AID 504845. P49798; note: potency is the fitted concentration of half-maximal effect; % is set by controls: 0 for no effect and ±100 for the full control effect; nearly all actives have a fitted effect of over 75% in size; some results filed as inactive show a strong effect at the top dose
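MLSMR compounds (23 nl, pin-transferred) preincubated 10 min at room temperature with a 500nM (2x) first reagent, then RGS4 at 900nM (2x) plus Transcreener GDP mix added; fluorescence polarization (620/688 nm) read before and after 90 min at 30 °C.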
POLH inh: DNA polymerase eta (human) inhibition; recombinant Pol eta, fluorescent DNA replication assay; 390,000 tested, 1.2% active; Potency, µM (doses to about 114 µM), without a hit: at the highest dose activity change, negative = inhibition, actives largely listed as inhibitors; note: potency is the fitted concentration of half-maximal effect; % is set by controls: 0 for no effect and ±100 for the full control effect
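Fluorescent replication assay: 50 nM final substrate added after a 15 min room-temperature compound preincubation with 10 nM enzyme. Signal taken at 0 min and again at 10 min.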
APEX1 inh: inhibitors of human APE1 endonuclease; P27695; recombinant APE1, TAMRA/BHQ-2 abasic DNA cleavage fluorescence; Potency, µM (highest dose often 65.8 µM), without a hit: at the highest dose activity change, negative = inhibition, actives largely listed as inhibitors; 350,000 tested, 0.35% active; AID 2517;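 note: potency is the fitted concentration of half-maximal effect; plate controls were vehicle for no effect and reference inhibitor for full effect; nearly all actives have a fitted effect of over 55% in size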
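Quantitative HTS: incision of a TAMRA/BHQ-2 double-stranded substrate bearing a tetrahydrofuran abasic site by 0.75 nM APE1 raises fluorescence. Substrate 50 nM final, added after 15 min compound preincubation at room temperature; progress as third-minus-first kinetic read difference.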
LDHA inh: LDHA (human) enzyme inhibition. AID 1347041. purified LDHA, NADH/diaphorase-resazurin fluorescence; active compounds read low. 480,000 tested, 0.15% active. activity change, % (values are at about 110 or 230 µM). P00338; in the data active = activity change below about -30%; inconclusive = mostly about -25% to -30%;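 note: plate controls were DMSO wells for no effect and wells without enzyme for full effect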
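Resorufin fluorescence (ex540/em590), read at 0 and 20 min after diaphorase/resazurin addition, reports the NADH left after a 5 min room-temperature reaction of 2 nM human LDH5 with 0.06 mM NADH and 0.2 mM pyruvate.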
ERG-DNA inh: ERG Ets/DNA interaction inhibition; 370,000 tested, 0.028% active; P11308; Potency, µM (top dose mostly 76.9 µM), for the others: at the top dose FP activity, negative = inhibition, usual class: inhibitors; fluorescence polarization, His-ERG Ets domain / labelled DNA; AID 624246; active = well fitted inhibition curve with a large enough effect in the polarisation, with a control signal flat; inconclusive = small, poorly fitted or top-dose-only effect, or effect the other way, or a change in a side signal; inactive = no such curve, though single readings can be large or run the other way; the % refers to the polarisation;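 note: polarization taken with two DNA probes labelled with fluorescein and Texas red; potency is the fitted concentration of half-maximal effect; % of control where 0% means no effect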
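His-tagged ERG Ets domain (1 uM in the protein solution; 300mM KCl, 50mM Tris-HCl, 1mM EDTA, 1mM DTT, pH 7.5) received compound, then a probe mix of 5 nM fluorescein-DNA and 100nM Texas-615-DNA. Fluorescence polarization was read for both dyes.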
* marks the source's active call; other numbers are inactive results; & = joins results of further samples; [ ] = dose if it differs, or a comment. Unless noted, calls come from the whole dose curve; as a rule, active = well fitted curve in the direction sought with a large enough effect; inconclusive = small, poorly fitted or top-dose-only effect, or another doubt; inactive = no such curve, though single readings can be large; an effect the other way counts as inactive or inconclusive. A portion of the library; rates above refer to the full screens.

Results for CCOC(=O)C1=C(CSc2nnnn2C)N(C)C(=O)NC1c1ccccc1 (centres undefined) ?
Apoferritin bind: -8%; POLK inh: -6%; Pol beta inh: 16%; 12-LOX inh: 19%; RGS4 inh: -14%; POLH inh: -4%; APEX1 inh: 3%; LDHA inh: -8; ERG-DNA inh: -9%

How did Cc1ccc(N(CC(=O)Nc2cccc(Cl)c2)S(=O)(=O)c2cccs2)cc1 do in these assays?
Apoferritin bind: 58%[activator]; POLK inh: -4%; Pol beta inh: -25%; 12-LOX inh: -12%; RGS4 inh: 2%; POLH inh: -16%; LDHA inh: 5; ERG-DNA inh: 1%

What do the screens show for `O=C(NCC1CC1)C1CCCN(S(=O)(=O)c2ccc(-n3cnnn3)cc2)C1` (centres undefined)?
Apoferritin bind: -8%; POLK inh: inconclusive; Pol beta inh: 15%; 12-LOX inh: 0%; RGS4 inh: 27%; POLH inh: 0%; APEX1 inh: 16%; LDHA inh: 0; ERG-DNA inh: -3%

How did Fc1cccc(Cl)c1-c1nnc2ccc(N3CCOCC3)nn12 do in these assays?
Apoferritin bind: -7%; POLK inh: -13%; Pol beta inh: -22%; 12-LOX inh: -5%; RGS4 inh: 16%; POLH inh: 4%; APEX1 inh: 4%; LDHA inh: 0; ERG-DNA inh: 3%

What do the screens show for `CN(C)C(CNC(=O)c1cc2ccccc2oc1=O)c1ccccc1` (centres undefined)?
Apoferritin bind: -9%; POLK inh: -3%; Pol beta inh: -2%; 12-LOX inh: inconclusive; RGS4 inh: 7%; POLH inh: -16%; APEX1 inh: 29%; LDHA inh: -5&-4; ERG-DNA inh: 3%

What do the screens show for `C=CCSc1nnc(NC(=O)CSc2nnc(C)s2)s1`?
Apoferritin bind: -6%; POLK inh: -3%; Pol beta inh: 5%; 12-LOX inh: 0%; RGS4 inh: -5%; POLH inh: 1%; APEX1 inh: 1%; LDHA inh: -6; ERG-DNA inh: -6%

What do the screens show for `COc1cc(/C=C2/CCCC(C(=O)C(F)(F)F)=C2O)ccc1O`?
Apoferritin bind: -12%; POLK inh: -14%; Pol beta inh: 0%; 12-LOX inh: 0%; RGS4 inh: -27%; POLH inh: -18%; APEX1 inh: 12%; LDHA inh: 3; ERG-DNA inh: 54%[activator]

Results for COc1ccc(CN(C(=O)CO/N=C/c2ccccc2)c2ccccc2C(=O)O)cc1 ?
Apoferritin bind: 1%; POLK inh: -4%; Pol beta inh: -2%; 12-LOX inh: -7%; RGS4 inh: -23%; POLH inh: -9%; APEX1 inh: 3%; LDHA inh: 5; ERG-DNA inh: -5%

How did CCS(=O)(=O)c1ccc2oc(Nc3cccc(OC)c3)nc2c1 do in these assays?
Apoferritin bind: -19%; POLK inh: -5%; Pol beta inh: 35µM*; 12-LOX inh: 5%&0%; RGS4 inh: -24%; POLH inh: -12%; APEX1 inh: -5%; LDHA inh: 10&18; ERG-DNA inh: 10%

What do the screens show for `COc1ccc(S(=O)(=O)Nc2ccc(Oc3ccsc3C(=O)O)cc2)cc1`?
Apoferritin bind: -1%; POLK inh: 0%; Pol beta inh: -8%; 12-LOX inh: 11%; RGS4 inh: -46%; POLH inh: -19%; APEX1 inh: 22%; LDHA inh: -8; ERG-DNA inh: 7%

Results for CCSc1nnc([C@@H]2CCCN2C(=O)OC(C)(C)C)o1 ?
Apoferritin bind: -9%; POLK inh: -7%; Pol beta inh: 15%; 12-LOX inh: 7%; RGS4 inh: 2%; POLH inh: -16%; APEX1 inh: 1%; LDHA inh: -10; ERG-DNA inh: 3%

What do the screens show for `Cc1cccc(N(CC(=O)N2CCOCC2)S(C)(=O)=O)c1`?
Apoferritin bind: -8%; POLK inh: 4%; Pol beta inh: 18%; 12-LOX inh: 13%; RGS4 inh: -7%; POLH inh: -13%; APEX1 inh: 7%; LDHA inh: 0; ERG-DNA inh: 4%

What do the screens show for `CC(=O)Nc1ccc(O)c(-c2nc3ccccc3s2)c1`?
Apoferritin bind: 449%[activator]; POLK inh: -15%; Pol beta inh: 32%; 12-LOX inh: -10%; RGS4 inh: -13%; POLH inh: -15%; APEX1 inh: -5%; LDHA inh: 1; ERG-DNA inh: 7%

How did COc1ccccc1C(=O)Nc1ccnn1C1CCN(Cc2cnc(N(C)C)s2)CC1 do in these assays?
Apoferritin bind: -4%; POLK inh: 1%; Pol beta inh: 89µM*; 12-LOX inh: 0%; RGS4 inh: 15%; POLH inh: -9%; APEX1 inh: 14%; LDHA inh: 0; ERG-DNA inh: -8%

What do the screens show for `CC(=O)NC12CC3CC(C1)CC(C(=O)N1CCN(S(=O)(=O)c4ccc([N+](=O)[O-])cc4)CC1)(C3)C2`?
POLK inh: -14%; 12-LOX inh: 429%[activator]; RGS4 inh: 13%; POLH inh: -19%; LDHA inh: -1; ERG-DNA inh: 0%

Results for CCOC(=O)Cn1c(=O)oc2cc(S(=O)(=O)Nc3ccc(N(CC)CC)cc3C)ccc21 ?
Apoferritin bind: -18%; POLK inh: -1%; Pol beta inh: 1%; 12-LOX inh: inconclusive; RGS4 inh: -23%; POLH inh: -17%; APEX1 inh: 0%; LDHA inh: 14; ERG-DNA inh: -1%

What do the screens show for `C=CCN1C(=O)/C(=C/c2ccc(O)cc2)S/C1=N/c1nccs1`?
Apoferritin bind: -6%; POLK inh: -8%; Pol beta inh: -21%; 12-LOX inh: inconclusive; RGS4 inh: -16%; POLH inh: -23%; APEX1 inh: 1%; LDHA inh: -1; ERG-DNA inh: 70%[activator]

How did O=C(Nc1ccc(NC(=O)c2ccco2)cc1)c1ccco1 do in these assays?
Apoferritin bind: -4%; POLK inh: -15%; Pol beta inh: 4%; 12-LOX inh: -23%; RGS4 inh: -34%; POLH inh: -13%; APEX1 inh: -1%; LDHA inh: -4; ERG-DNA inh: 2%

How did CCN1CCN(CCNC(=O)c2ccc(/C=C3\Sc4ccccc4N(Cc4ccccc4F)C3=O)cc2)CC1 do in these assays?
Apoferritin bind: -17%; POLK inh: -9%; Pol beta inh: -2%; 12-LOX inh: inconclusive; RGS4 inh: -26%[56.9 µM]; POLH inh: -5%; APEX1 inh: 9%; LDHA inh: -1; ERG-DNA inh: -2%

What do the screens show for `CCOC(=O)C(=O)/C(C#N)=C/Nc1ccccc1`?
Apoferritin bind: -17%; POLK inh: -12%; Pol beta inh: 1%; 12-LOX inh: inconclusive; RGS4 inh: 12%; POLH inh: -17%; APEX1 inh: 4%; LDHA inh: 2; ERG-DNA inh: 19%

Results for O=C(NCc1cccnc1)c1ccc(Cl)c(Cl)c1 ?
Apoferritin bind: -13%; POLK inh: -9%; Pol beta inh: 11%; 12-LOX inh: 0%; RGS4 inh: -15%; POLH inh: -8%; APEX1 inh: 1%; LDHA inh: -8; ERG-DNA inh: -1%

How did Cc1cc(Cl)c(S(=O)(=O)N/N=C/c2ccc3c(c2)OCO3)c(Cl)c1 do in these assays?
Apoferritin bind: inconclusive; POLK inh: -4%; Pol beta inh: -12%; 12-LOX inh: 18%; RGS4 inh: inconclusive; POLH inh: -18%; APEX1 inh: -1%; LDHA inh: -7; ERG-DNA inh: -1%

Results for CSc1ccccc1OCc1cc(C(=O)N(C)Cc2cc(C)[nH]n2)no1 ?
Apoferritin bind: inconclusive; POLK inh: -10%; Pol beta inh: -8%; 12-LOX inh: 449%[activator]; RGS4 inh: 33%; POLH inh: -3%; APEX1 inh: -19%; LDHA inh: -1; ERG-DNA inh: 11%

What do the screens show for `CSc1ccc(Cl)c(C(=O)OCC(=O)Nc2ccccc2OC(F)F)c1`?
Apoferritin bind: -14%; POLK inh: -15%; Pol beta inh: -7%; 12-LOX inh: 1%; RGS4 inh: -8%; POLH inh: -13%; APEX1 inh: -5%; LDHA inh: -1; ERG-DNA inh: -2%

What do the screens show for `O=C(CCn1nc(-c2ccc(Cl)cc2)ccc1=O)N1CCN(c2ccccc2)CC1`?
Apoferritin bind: inconclusive; POLK inh: -2%; Pol beta inh: 1%; 12-LOX inh: 9%; RGS4 inh: -9%; POLH inh: -24%; APEX1 inh: 23%; LDHA inh: -6; ERG-DNA inh: 3%

How did O=C(CSc1nnnn1-c1cccc2ccccc12)NC(C(=O)O)(c1ccccc1)c1ccccc1 do in these assays?
Apoferritin bind: -1%; POLK inh: -12%; Pol beta inh: 2%; 12-LOX inh: inconclusive; RGS4 inh: -12%; POLH inh: -7%; APEX1 inh: 15%; LDHA inh: 6; ERG-DNA inh: 3%

How did C/C=C/c1ccc(O)c(OC)c1 do in these assays?
POLK inh: -10%; 12-LOX inh: inconclusive; RGS4 inh: 9%; POLH inh: 3%; APEX1 inh: -28%&0%; LDHA inh: 6; ERG-DNA inh: 14%

What do the screens show for `Cc1ccc(Nc2nnc(SC(C)C(=O)NC3CC3)s2)cc1` (centres undefined)?
POLK inh: -11%; 12-LOX inh: 4%; RGS4 inh: -4%; POLH inh: -7%; APEX1 inh: 20%; LDHA inh: -8; ERG-DNA inh: 0%

Assay outcomes as filed in PubChem BioAssay.
